High-throughput results as filed in PubChem BioAssay.
Hsp90 Hop PPI – changes Hsp90-Hop TPR2A binding signal, up or down; AID 595; 0.44% of 71,000 active; AlphaScreen TPR2A-His6 binding biotin-Hsp90 C-terminal peptide; Potency, µM (highest dose often 57 µM), for the others: at the top dose activity change, negative = inhibition; active means well fitted curve in either direction with a large enough effect; inconclusive means small, poorly fitted or top-dose-only effect, or another doubt; further: potency means the concentration at half of the fitted maximal effect; on the % scale 0 is the no-effect control and ±100 the full control effect; many of its hits are not listed in these tables
Fluorescein autfl – compound autofluorescence in fluorescein spectral region; Compound autofluorescence, 480/540 nm, fluorescein-equivalent; active compounds read high; 0.91% of 59,000 active; AID 593; max fluorescein-equivalent concentration, M; in the data active means max fluorescein-equivalent concentration above about 10 nM; inconclusive means between about 1.1 nM and that limit
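Each compound is tested across a concentration series in 100 mM Tris buffer at pH 8.0. After 15 min at room temperature, plates are imaged with 480 nm excitation and 540 nm emission filters, and intensities are converted to fluorescein-equivalent values.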
4MU fluor – compound fluoresces in the 4-MU spectral region | compound autofluorescence, 340/450 nm, 4-MU equivalents; active compounds read high | max dye-equivalent concentration, M | 11% of 59,000 active; in the data active means max dye-equivalent concentration above about 10 nM; inconclusive means mostly about 1.1 nM to 9.6 nM
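Compounds in 100 mM Tris, pH 8.0, incubated 15 min at room temperature, then fluorescence read at 340 nm excitation/450 nm emission. Signal converted to 4-MU dye-equivalent concentration using an on-plate six-point 4-MU standard curve.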
Epigenetic mod – epigenetic modulators derepressing GFP locus in mouse cells. mouse C127i GFP locus derepression, cytometry, 30 h. Potency, µM (top dose mostly 46.1 µM), for the others: top-dose GFP derepression (activation). 0.09% of 68,000 active; further: % of control where 0% means no effect
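Murine C127i mammary cells carrying a silenced, stably integrated CMV-driven GFP reporter were treated with compound for 30 hours at 37 C. After PBS washes, GFP-positive cells were counted by laser-scanning microplate cytometry.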
Texas Red fluor – Texas Red region autofluorescence; Compound fluorescence, Texas Red channel, 547/618 nm; active compounds read high; max dye-equivalent concentration, M; 0.06% of 59,000 active; AID 587; in the data active means max dye-equivalent concentration above about 10 nM; inconclusive means between about 1.1 nM and that limit
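Fluorescence at ex 547/em 618 nm, normalized against an on-plate Texas Red standard series to give dye-equivalent concentration per compound concentration. Buffer 100 mM Tris, pH 8.0; 15 min RT incubation before CCD imaging.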
HBB splice mod – alters splicing of the hemoglobin beta chain; HBB splicing reporter cell assay, activation; EGFP reporter with mutant IVS2-654 intron; response scale: normalised to 500 nM splice-correcting PNA; 0.06% of 65,000 active; Potency, µM (highest dose often 46.1 µM), without a hit: top-dose activation, hits mostly activators; further: potency means the concentration at half of the fitted maximal effect; 0% is about no effect
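HeLa cells stably expressing EGFP interrupted by mutant beta-globin intron 2 (IVS2-654), 500/well in 2% FCS. Treated with compound for 2 days at 37C. Splicing correction scored as total well GFP intensity (488 nm excitation, 500-520 nm emission); 500 nM antisense PNA served as control.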
HADH2 inhib – HADH2 (human) dehydrogenase inhibition | Q99714 | recombinant HADH2, NADH fluorescence, beta-hydroxybutyryl-CoA | Potency, µM (highest dose often 57.1 µM), without a hit: at the highest dose activity change, negative = inhibition, actives largely listed as inhibitors | 3.4% of 73,000 active | AID 886; further: potency means the concentration at half of the fitted maximal effect; on the % scale 0 is the no-effect control and ±100 the full control effect; nearly all actives have a fitted effect of over 60% in size; many of its hits are not listed in these tables
Target sequence (Q99714 whole entry, looked up, one chain of several): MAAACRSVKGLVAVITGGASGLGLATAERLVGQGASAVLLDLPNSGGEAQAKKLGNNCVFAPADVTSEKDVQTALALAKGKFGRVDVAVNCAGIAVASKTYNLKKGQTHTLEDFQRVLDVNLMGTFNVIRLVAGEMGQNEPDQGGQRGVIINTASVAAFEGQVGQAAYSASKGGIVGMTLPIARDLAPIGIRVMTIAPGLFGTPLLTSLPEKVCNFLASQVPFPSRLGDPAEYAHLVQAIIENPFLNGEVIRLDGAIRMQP
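NADH fluorescence (ex 360/em 450 nm) read every 30 s for 4 min; activity taken as last-minus-first time point difference. Enzyme 20 nM, NAD+ 1 mM, beta-hydroxybutyryl-CoA 90 uM, pH 9.0 Tris buffer.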
Rhodamine fluor – compound fluoresces in the rhodamine spectral region; Rhodamine-region fluorescence, 547/598 nm, Tris buffer; active compounds read high; max dye-equivalent concentration, M; 0.05% of 59,000 active; AID 594; in the data active means max dye-equivalent concentration above about 11 nM; inconclusive means between about 1.1 nM and that limit
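Intensities are converted to rhodamine-equivalent concentration using a six-point rhodamine standard on each plate. Compounds sit 15 min at room temperature in 100 mM Tris buffer, pH 8.0; read uses the 547/598 nm excitation/emission pair.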
Pol III holo inh – inhibitors of bacterial DNA polymerase III holoenzyme; 0.25% of 71,000 active; Potency, µM (doses to about 57.1 µM), for the others: top-dose activity change, negative = inhibition; AID 603; reconstituted DNA polymerase III holoenzyme replication, biochemical; further: potency means the concentration at half of the fitted maximal effect; on the % scale 0 is the no-effect control and ±100 the full control effect
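Reconstituted *E. coli* holoenzyme (0.35 nM Pol III, 1 nM beta, 154 nM SSB, 2 nM primase) was preincubated with compound for 15 min at RT. Synthesis on 1.4 nM ssM13Gori ran 35 min, then was stopped with PicoGreen/EDTA and read as dsDNA fluorescence.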
UbGFP stabilizer – inhibits proteasome, raising ubiquitin-GFP reporter fluorescence | 67,000 tested, under 10 active | Ubiquitin-GFP reporter cells, proteasome inhibition, GFP fluorescence; response scale: untreated = 0%, 10 µM MG-132 = 100% | AID 526 | Potency, µM (top dose mostly 45.9 µM), inactives show top-dose activation (GFP accumulation), hits mostly activators; active means well fitted activation curve with a large enough effect, not every such curve was filed as active; inconclusive means small, poorly fitted or top-dose-only effect, or another doubt; inactive means no such curve, though single readings can be large or run the other way; further: potency means the concentration at half of the fitted maximal effect
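U2OS cells expressing ubiquitin(G76V)-GFP, seeded overnight in 0.5% FBS medium, then treated 4 hr at 37 C across 46 uM to 2.9 nM. GFP-positive cells counted by laser cytometry (488 ex/515 em); %activity scaled between basal and 10 uM MG-132.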
15-hLO inh – blocks human 15-lipoxygenase activity. P16050. purified 15hLO-1, xylenol orange hydroperoxide absorbance. Potency, µM (series often up to 57.1 µM), for inactives: at the highest dose activity change, negative = inhibition, most hits filed as inhibitors. 1.4% of 74,000 active; further: potency means the concentration at half of the fitted maximal effect; on the % scale 0 is the no-effect control and ±100 the full control effect; nearly all actives have a fitted effect of over 55% in size
Target sequence (P16050 whole entry, looked up): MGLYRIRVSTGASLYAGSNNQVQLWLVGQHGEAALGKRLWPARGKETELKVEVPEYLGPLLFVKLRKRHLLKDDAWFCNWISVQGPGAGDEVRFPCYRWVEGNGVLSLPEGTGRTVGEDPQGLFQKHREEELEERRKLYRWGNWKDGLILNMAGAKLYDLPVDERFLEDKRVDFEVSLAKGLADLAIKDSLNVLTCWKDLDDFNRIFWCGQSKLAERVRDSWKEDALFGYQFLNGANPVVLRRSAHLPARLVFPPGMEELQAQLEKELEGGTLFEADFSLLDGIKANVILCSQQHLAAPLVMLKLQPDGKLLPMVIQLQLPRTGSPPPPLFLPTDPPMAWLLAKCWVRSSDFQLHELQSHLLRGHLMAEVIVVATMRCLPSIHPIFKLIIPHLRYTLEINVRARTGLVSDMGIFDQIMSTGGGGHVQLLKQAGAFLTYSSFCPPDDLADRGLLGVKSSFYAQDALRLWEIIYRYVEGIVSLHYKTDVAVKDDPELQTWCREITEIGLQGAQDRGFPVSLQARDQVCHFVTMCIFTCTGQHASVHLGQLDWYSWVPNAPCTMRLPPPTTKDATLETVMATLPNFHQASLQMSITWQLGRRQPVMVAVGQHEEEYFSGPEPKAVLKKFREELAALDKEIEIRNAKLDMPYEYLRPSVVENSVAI
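Inhibition is scored from a chromogenic endpoint. After 15 min enzyme-compound contact, arachidonic acid (50 uM final) reacts 6 min with 40 nM 15hLO-1 at room temperature, then Fe-XO reagent is added for 30 min and absorbance ratio recorded.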
* marks the source's active call; other numbers are inactive results; [ ] = another dose, or the depositor's remark. Unless noted, the call rests on the fitted dose curve; in most records, active means well fitted curve in the direction sought with a large enough effect; inconclusive means small, poorly fitted or top-dose-only effect, or another doubt; inactive means no such curve, though single readings can be large; an effect the other way counts as inactive or inconclusive.

How did COC(=O)C1=C(C(=O)c2ccc(C)cc2)C(c2ccc(O)c(OC)c2)n2nnnc2N1 (stereo unspecified) do in these assays?
Hsp90 Hop PPI: -4%; Fluorescein autfl: inactive; 4MU fluor: inactive; Epigenetic mod: 2%; Texas Red fluor: inactive; HBB splice mod: -0.2%; HADH2 inhib: -13%; Rhodamine fluor: inactive; Pol III holo inh: 10%; UbGFP stabilizer: -7%; 15-hLO inh: -41%

How did COc1ccc(C(=O)NCCn2ccc3ccccc32)cc1OC do in these assays?
Hsp90 Hop PPI: -6%; HBB splice mod: -1.7%; HADH2 inhib: 5%; Pol III holo inh: 1%; UbGFP stabilizer: 10%; 15-hLO inh: -14%

Results for CC(C)N1C[C@@]23C=C[C@@H](O2)C(C(=O)OCc2ccccc2)[C@H]3C1=O (stereo partly specified) ?
Hsp90 Hop PPI: -6%; Fluorescein autfl: inactive; 4MU fluor: 3.4e-08M*; Epigenetic mod: 4%; Texas Red fluor: inactive; HBB splice mod: 3.4%[57.5 µM]; HADH2 inhib: 25%; Rhodamine fluor: inactive; Pol III holo inh: -4%; UbGFP stabilizer: 2%; 15-hLO inh: 1%

How did Cc1ccc(C)c(S(=O)(=O)n2cnc3ccccc32)c1 do in these assays?
Hsp90 Hop PPI: 7%; Epigenetic mod: -2%; HBB splice mod: -0.9%[9.22 µM]; HADH2 inhib: -12%; Pol III holo inh: 7%; UbGFP stabilizer: 15%; 15-hLO inh: 1%

How did Cc1ccc(-c2c3c([nH]c(=S)c2C#N)CCCC3)o1 do in these assays?
Hsp90 Hop PPI: -3%; Epigenetic mod: 13%; HBB splice mod: -2.0%; HADH2 inhib: 13µM*; Pol III holo inh: -1%; UbGFP stabilizer: -8%; 15-hLO inh: 10µM*

What do the screens show for `O=C(COc1ccc(F)cc1)Nc1nccs1`?
Hsp90 Hop PPI: -1%; HBB splice mod: -0.8%; HADH2 inhib: -16%; Pol III holo inh: -6%; UbGFP stabilizer: 9%; 15-hLO inh: 38%[activator]

What do the screens show for `CCn1c(SCc2nc(-c3ccc(OC)c(OC)c3)no2)nnc1-c1cccs1`?
Hsp90 Hop PPI: -3%; Fluorescein autfl: inactive; 4MU fluor: inactive; Epigenetic mod: 0%; Texas Red fluor: inactive; HBB splice mod: -1.6%; HADH2 inhib: 12%; Rhodamine fluor: inactive; Pol III holo inh: -5%; UbGFP stabilizer: -2%; 15-hLO inh: 6%

What do the screens show for `Nc1nc(Nc2ccccc2)nc2c1ncn2[C@@H]1O[C@@H](CO)[C@H](O)[C@H]1O`?
Hsp90 Hop PPI: 6%; Epigenetic mod: 0%; HADH2 inhib: 1%; Pol III holo inh: -5%; UbGFP stabilizer: -1%; 15-hLO inh: -5%[25.6 µM]

Results for CCc1ccc(OCc2nnc(SCCN3CCOCC3)n2C)cc1 ?
Hsp90 Hop PPI: -4%; Fluorescein autfl: inactive; 4MU fluor: inactive; Epigenetic mod: 1%; Texas Red fluor: inconclusive; HBB splice mod: -0.4%; HADH2 inhib: 1%; Rhodamine fluor: inactive; Pol III holo inh: 8%; UbGFP stabilizer: -2%; 15-hLO inh: -3%

How did CCN(CCCCN1C(=O)c2ccccc2C1=O)c1ccc2c(c1)C(=O)N(C)C2=O do in these assays?
Hsp90 Hop PPI: 14%; Fluorescein autfl: inconclusive; 4MU fluor: inactive; Epigenetic mod: -1%; Texas Red fluor: inactive; HBB splice mod: 1.8%; HADH2 inhib: 11%; Rhodamine fluor: inactive; Pol III holo inh: -5%; UbGFP stabilizer: -3%; 15-hLO inh: -2%

Quoted at random: 2 records from the list
Results for CCc1ccc(OCc2nnc(SCCN3CCOCC3)n2C)cc1 ?
Hsp90 Hop PPI: -4%; Fluorescein autfl: inactive; 4MU fluor: inactive; Epigenetic mod: 1%; Texas Red fluor: inconclusive; HBB splice mod: -0.4%; HADH2 inhib: 1%; Rhodamine fluor: inactive; Pol III holo inh: 8%; UbGFP stabilizer: -2%; 15-hLO inh: -3%

How did COc1ccc(C(=O)NCCn2ccc3ccccc32)cc1OC do in these assays?
Hsp90 Hop PPI: -6%; HBB splice mod: -1.7%; HADH2 inhib: 5%; Pol III holo inh: 1%; UbGFP stabilizer: 10%; 15-hLO inh: -14%

Additional results.
How did CCCOc1cccc(NC(=O)c2cc(C)oc2C)c1 do in these assays?
Hsp90 Hop PPI: 2%[11 µM]; Epigenetic mod: -2%; HBB splice mod: -2.6%[0.0738 µM]; HADH2 inhib: -5%[11.4 µM]; Pol III holo inh: 4%[11.4 µM]; UbGFP stabilizer: -9%[9.17 µM]; 15-hLO inh: -3%[11.4 µM]

What do the screens show for `COc1cc(OC)cc(-c2nnc(Nc3nc4c(F)cccc4s3)o2)c1`?
Hsp90 Hop PPI: -1%; Fluorescein autfl: inactive; 4MU fluor: 2.2e-08M*; Epigenetic mod: 3%; Texas Red fluor: inactive; HBB splice mod: -0.1%; HADH2 inhib: -25%; Rhodamine fluor: inactive; Pol III holo inh: -5%; UbGFP stabilizer: -7%; 15-hLO inh: 14%

What do the screens show for `O=C(c1ccc(Cn2cc(Cl)cn2)cc1)N1CCN(c2ccccc2)CC1`?
Hsp90 Hop PPI: -12%; Fluorescein autfl: inactive; 4MU fluor: inactive; Epigenetic mod: 3%; Texas Red fluor: inactive; HBB splice mod: 0.3%; HADH2 inhib: -1%; Rhodamine fluor: inactive; Pol III holo inh: -2%; UbGFP stabilizer: -1%; 15-hLO inh: -29%

How did COc1ccc(NC(=O)CCn2nc(C)cc2C)cc1 do in these assays?
Hsp90 Hop PPI: -5%; Fluorescein autfl: inconclusive; 4MU fluor: inactive; Epigenetic mod: 1%; Texas Red fluor: inconclusive; HBB splice mod: 3.3%; HADH2 inhib: -6%; Rhodamine fluor: inactive; Pol III holo inh: -2%; UbGFP stabilizer: -8%; 15-hLO inh: 7%

Results for COc1ccccc1Nc1ncccc1C(=O)O ?
Hsp90 Hop PPI: 4%; Fluorescein autfl: inactive; 4MU fluor: inconclusive; Epigenetic mod: 5%; Texas Red fluor: inactive; HBB splice mod: 0.2%[57.5 µM]; HADH2 inhib: -17%; Rhodamine fluor: inactive; Pol III holo inh: -3%; UbGFP stabilizer: -1%; 15-hLO inh: 17%

How did Cc1ccc(S(=O)(=O)c2cc3c(=O)n4ccccc4nc3n(C)c2=N)cc1 do in these assays?
Fluorescein autfl: inconclusive; 4MU fluor: 5.2e-07M*; Epigenetic mod: 12%[20.6 µM]; Texas Red fluor: inactive; Rhodamine fluor: inactive

What do the screens show for `CCSc1nnc(N(CCC(=O)O)CCC(=O)O)s1`?
Fluorescein autfl: inactive; 4MU fluor: inactive; Epigenetic mod: 8%[20.6 µM]; Texas Red fluor: inactive; Rhodamine fluor: inactive

Results for O=C(O)CSC1CC(=O)N(c2ccc(Cl)c(Cl)c2)C1=O (stereo unspecified) ?
Hsp90 Hop PPI: 0%; Fluorescein autfl: inactive; 4MU fluor: inactive; Epigenetic mod: 3%; Texas Red fluor: inactive; HBB splice mod: -0.5%; HADH2 inhib: -25%; Rhodamine fluor: inactive; Pol III holo inh: -5%; UbGFP stabilizer: 0%; 15-hLO inh: 0%

What do the screens show for `O=C1CC(c2cc3c(cc2Br)OCO3)C2=C(CCCC2=O)N1` (stereo unspecified)?
Hsp90 Hop PPI: 2%; Fluorescein autfl: inconclusive; 4MU fluor: inactive; Epigenetic mod: -3%; Texas Red fluor: inactive; HBB splice mod: 0.1%; HADH2 inhib: 10%; Rhodamine fluor: inactive; Pol III holo inh: -3%; UbGFP stabilizer: 5%; 15-hLO inh: 6%

What do the screens show for `C=CS(=O)(=O)c1ccc(Oc2ccc(S(=O)(=O)C=C)cc2)cc1`?
Hsp90 Hop PPI: 3%; Fluorescein autfl: inactive; 4MU fluor: inactive; Epigenetic mod: 0%; Texas Red fluor: inactive; HADH2 inhib: 2µM*; Rhodamine fluor: inactive; Pol III holo inh: 1%; UbGFP stabilizer: 1%; 15-hLO inh: -3%

How did CCOC(=O)c1c(C)c(C(=O)NCc2cccnc2)c(C)n1CC do in these assays?
Hsp90 Hop PPI: -3%; Fluorescein autfl: inactive; 4MU fluor: inactive; Epigenetic mod: -4%; Texas Red fluor: inactive; HBB splice mod: -0.5%; HADH2 inhib: 7%; Rhodamine fluor: inactive; Pol III holo inh: -10%; UbGFP stabilizer: -5%; 15-hLO inh: 10%

What do the screens show for `O=c1cc(-c2ccccc2)[nH]c2ccccc12`?
Hsp90 Hop PPI: -3%; Fluorescein autfl: inactive; 4MU fluor: inactive; Epigenetic mod: -3%; Texas Red fluor: inactive; HBB splice mod: -1.1%; HADH2 inhib: -13%; Rhodamine fluor: inactive; Pol III holo inh: -4%; UbGFP stabilizer: -15%; 15-hLO inh: 7%

The list is partial, so the mix of outcomes need not match the whole.
